From PubChem
Sm TGR block – qHTS Assay for the Inhibitors of Schistosoma Mansoni Peroxiredoxins; Schistosoma mansoni thioredoxin glutathione reductase (TGR), Q962Y6; purified TGR, DTNB reduction, TNB absorbance 405 nm; Potency, µM (top dose mostly 114 µM), without a hit: at the top dose activity change, negative = inhibition, usual class: inhibitors; 360,000 compounds, 3% hits; AID 485364, 2010; also: potency is read from the fitted curve at half-maximal effect; nearly all actives have a fitted effect of over 60% in size
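Kinetic colorimetric format: TGR-catalysed, NADPH-driven DTNB reduction monitored via TNB absorbance. Enzyme dispensed at 20 nM; compound exposure 15 min at room temperature before reaction start.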
AmpC inh no detg – qHTS Inhibitors of AmpC Beta-Lactamase (assay without detergent); P00811; AmpC nitrocefin hydrolysis, absorbance 480 nm, 0.0001% Triton; Potency, µM (titrated, usually from 57.1 µM), inactives show top-dose activity change, negative = inhibition, actives largely listed as inhibitors; 330,000 compounds, 0.52% hits; AID 485341, 2010;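 also: potency is read from the fitted curve at half-maximal effect; plate controls were no compound for no effect and no enzyme for full effect; nearly all actives have a fitted effect of over 20% in size; some results filed as inactive show a strong effect at the top dose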
Target sequence (P00811 whole entry, looked up): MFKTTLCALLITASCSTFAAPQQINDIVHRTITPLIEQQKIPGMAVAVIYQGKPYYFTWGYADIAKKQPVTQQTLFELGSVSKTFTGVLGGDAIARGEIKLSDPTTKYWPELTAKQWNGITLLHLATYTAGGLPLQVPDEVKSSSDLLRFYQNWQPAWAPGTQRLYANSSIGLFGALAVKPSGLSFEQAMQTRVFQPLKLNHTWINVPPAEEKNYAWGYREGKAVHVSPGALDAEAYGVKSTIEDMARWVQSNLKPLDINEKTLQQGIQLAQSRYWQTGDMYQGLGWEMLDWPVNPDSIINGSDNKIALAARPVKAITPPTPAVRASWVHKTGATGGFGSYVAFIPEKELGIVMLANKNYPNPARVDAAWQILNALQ
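20 mM phosphate pH 7.0 + 0.01% (detergent screen) or 0.0001% Triton X-100; 5.3 nM AmpC reagent; cpd preinc 15 min RT; nitrocefin (800 uM stock) to start; A480 q20 s × 4 min; Activity was normalised to no-enzyme and no-compound control wells.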
AmpC detergent – qHTS Inhibitors of AmpC Beta-Lactamase (assay with detergent). P00811. AmpC hydrolysis of nitrocefin, absorbance 480 nm, 0.01% Triton. Potency, µM (titrated, usually from 114 µM), without a hit: top-dose activity change, negative = inhibition, most hits filed as inhibitors. 370,000 compounds, 0.041% hits;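 also: potency is read from the fitted curve at half-maximal effect; 0% = no-compound wells and -100% = no-enzyme wells; nearly all actives have a fitted effect of over 25% in size; some results filed as inactive show a strong effect at the top dose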
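AmpC (5.3 nM in the dispensed reagent) in 20 mM phosphate pH 7.0 with 0.01% (detergent screen) or 0.0001% Triton X-100 was preincubated with compounds for 15 min at room temperature. Nitrocefin was then added from an 800 uM solution, and hydrolysis was followed at 480 nm.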
AMA1 RON2 block – qHTS for Inhibitors of AMA1-RON; Towards Development of Antimalarial Drug Lead: Primary Screen; 360,000 compounds, 0.2% hits; Potency, µM (highest dose often 58.2 µM), for inactives: top-dose activity change, negative = inhibition, actives largely listed as inhibitors; Plasmodium falciparum AMA1 (3D7) - RON2 peptide interaction; AlphaScreen AMA1-biotinylated RON2 peptide binding;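 also: potency is read from the fitted curve at half-maximal effect; 0% = vehicle wells and -100% = peptide control; nearly all actives have a fitted effect of over 45% in size; some results filed as inactive show a strong effect at the top dose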
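AMA1 (3D7) with his tag at 25 nM final met compounds first, then biotinylated RON2 peptide at 25 nM; detection used donor plus acceptor beads, 10 µg/mL apiece, read by AlphaScreen after 30 min at room temperature.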
Giardia FBPA inh – qHTS Assay for Inhibitors of Fructose-1,6-bisphosphate Aldolase from Giardia Lamblia. A8B2U2. purified Giardia FBPA. Potency, µM (highest dose often 59.6 µM), inactives show at the top dose activity, negative = inhibition, actives largely listed as inhibitors. 290,000 compounds, 0.71% hits; also: potency is read from the fitted curve at half-maximal effect; nearly all actives have a fitted effect of over 55% in size
Target sequence (A8B2U2 whole entry, looked up): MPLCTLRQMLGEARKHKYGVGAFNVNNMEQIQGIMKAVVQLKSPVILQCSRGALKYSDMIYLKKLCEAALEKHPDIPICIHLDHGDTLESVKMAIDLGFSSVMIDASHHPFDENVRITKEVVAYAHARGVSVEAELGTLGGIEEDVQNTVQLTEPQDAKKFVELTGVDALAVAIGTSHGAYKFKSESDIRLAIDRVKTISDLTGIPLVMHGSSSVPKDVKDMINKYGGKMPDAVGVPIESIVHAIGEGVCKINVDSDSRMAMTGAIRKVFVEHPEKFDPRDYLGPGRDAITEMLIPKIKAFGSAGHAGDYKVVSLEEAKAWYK
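Giardia FBPA (40 nM reagent) was preincubated 10 min at RT with compound (up to 57.5 uM final), then substrate plus GAPDH/TPI/NAD/arsenate coupling system with diaphorase/resazurin was added; resorufin fluorescence (525/598 nm) was read after 20 min.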
HCMV antiviral – qHTS Assay for inhibitors of the human cytomegalovirus (HCMV). activity change, negative = inhibition, % at 57.5 µM. 410,000 compounds, 4.5% hits. HFF cells, HCMV-luciferase reporter, 72 h; stronger effect = lower value. AID 1259415, 2018; in the data active = activity change below about -60%; inconclusive = no clear call, values can overlap the other calls; inactive = above about -39%
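Screen run at 2 compound doses on HFFs infected with reporter HCMV, MOI 1 PFU/cell. Luciferase activity from cell lysates at 72 h post infection gave inhibition relative to buffer-only and Salinomycin wells.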
The depositor's hits bear a star; ? = inconclusive; nt = no result given; & = joins results of further samples; [ ] = dose if it differs, or a comment. Unless noted, calls follow the shape of the dose curve; as a rule, active = well fitted curve in the direction sought with a large enough effect; inconclusive = small, poorly fitted or top-dose-only effect, or another doubt; inactive = no such curve, though single readings can be large; an effect the other way counts as inactive or inconclusive. Unless noted, % is scaled to controls: 0 for no effect and ±100 for the full control effect.

SMILES	Sm TGR block	AmpC inh no detg	AmpC detergent	AMA1 RON2 block	Giardia FBPA inh	HCMV antiviral
COC(=O)[C@]1(Cc2ccccc2)N[C@H](CN(C)S(=O)(=O)c2ccc(C(C)(C)C)cc2)[C@@H]2C(=O)N(C)C(=O)[C@@H]21	nt	0%	nt	-8%	nt	-10
CC(=O)NC(c1ccccc1)c1c(O)ccc2ccccc12 (stereo not drawn)	-20%	72%[activator]	-3%	-7%	?	-17
CCOC(=O)CCCSc1nc2sc(C)c(C)c2c(=O)[nH]1	-1%	-7%	?	-3%	-5%	-38
CCOc1cc(CNCCc2c[nH]c3ccccc23)cc(Cl)c1OCC(N)=O	-30%	29%	-3%	-4%	-2%	4
COCCn1c(C2CCCCC2)nc2sc3ccccc3c(=O)c2c1=O	-29%	-14%	-1%	-6%	11%	15
COc1ccc(C(=O)Nc2ccccc2C(=O)N2CCOCC2)cc1	-10%	2%	?	0%	12%	14
CCc1ccc(Cn2c(CNS(=O)(=O)c3ccc(C)c(C)c3)nc3cccnc32)cc1	1%	nt	0%	nt	nt	5
O=c1[nH]c2ccccc2n2c(-c3ccncc3)nnc12	5%	-26%	?	-12%	4%	37
O=c1c(-c2nc3ccccc3s2)cccn1Cc1ccc(Cl)c(Cl)c1	6%	?	0%	174%[activator]	0%	-63*
O=C(CSc1ccccc1F)NC1CCS(=O)(=O)C1 (stereo not drawn)	4%	-27%	?	0%	3%	-105*
COc1ccc(CCNC(=O)C23CN(Cc4ccccc4)CC2C(c2cccc([N+](=O)[O-])c2)=NO3)cc1 (stereo not drawn)	-3%	-8%	3%	?	2%	28
COc1ccc(NCC(=O)N/N=C/C2CCCCC2)cc1	4%	-21%	0%	72%[activator]	0%	-14
O=C(Nc1nnc(SCc2ccccc2Cl)s1)c1cccc([N+](=O)[O-])c1	-4%	-38%	?	20%	-2%	-2
CCN(CC)c1nc(Oc2ccc(=O)[nH]n2)nc(N2CCOCC2)n1	1%	-6%	-9%	14%[2.32 µM]	10%	104
CCOc1ccc(N2C(=O)S/C(=C\c3ccc(O)c(OC)c3)C2=O)cc1	-5%	-9%	5%	-6%	-8%	-23
CN(C)S(=O)(=O)c1ccc2c(c1)N(CC(=O)N1CCN(c3ccccc3F)CC1)CCS2	-3%	nt	-7%	nt	nt	-33
O=C(C(c1ccccc1)c1ccccc1)N1CCOCC1	-6%	-4%	-3%	24%	-1%	-11
O=C(Nc1ccc(OCc2cc(=O)n3c4c(sc3n2)CCCC4)cc1)c1ccc(F)cc1	5%	nt	7%	nt	nt	-29
O=C(CCCn1c(=O)[nH]c2ccsc2c1=O)NC1CCCCC1	0%	-5%	?	43%[activator]	0%	25
CCn1c(/C=C2/C(=O)N(C)c3ccccc32)nc2ccccc2c1=O	6%	-9%	8%	-11%	2%	55
O=C1CCCC2=C1C(c1ccccc1O)C1=C(CCCC1=O)O2	1%[11.4 µM]	-4%	-8%	1%	-7%	0
COc1ccc2c(c1)c1c(c(=O)n(Cc3ccccc3)c(=O)n1Cc1ccccc1Cl)n2C	4%	nt	13%	nt	nt	-6
Cc1ccc(NC(=O)Nc2cccnc2)cc1	-26%	9%	?	-8%	-3%	47
COc1cc(-n2c(N)c(C(=O)NCc3ccco3)c3nc4ccccc4nc32)cc(OC)c1OC	25µM*	189%[activator]	-2%	19%	-29%	-39
Oc1c(/C=C/C=C/C=Nc2ccccc2)sc(=S)n1Cc1ccccc1	11µM*	13µM*	-2%	-7%	-21%	-20
CCc1nn(C(CC)C(=O)NCc2ccc(OC)c(OC)c2)c(=O)c2cc3oc(C)cc3n12 (stereo not drawn)	5%	nt	17%	nt	nt	-17
CN1CCCN(c2ncnc3scc(-c4ccc(F)cc4)c23)CC1	41%[activator]	-25%	1%	-2%	-3%	-24
Cc1ccc(-n2nc3c(c2NC(=O)c2ccc4c(c2)OCO4)CS(=O)(=O)C3)cc1	?	-41%	-8%	5%	6%	17
Cc1ccc(C)c(N(CC(=O)NCc2ccccc2)C(=O)c2csnn2)c1	-11%	-1%	-6%	2%	-7%	10
CCCOc1ccc(/C(O)=C2/C(=O)C(=O)N(CCN(C)C)C2c2ccc(O)c(OC)c2)cc1 (stereo not drawn)	-31%	-18%	?	3%	-7%	nt
COc1ccc(CN2C(=O)c3ccccc3C2C(=O)NC2CCCC2)c(OC)c1 (stereo not drawn)	-13%	-13%	-6%	5%	-1%	6
COc1cc(NC2c3ncccc3C(=O)N2Cc2ccco2)cc(OC)c1 (stereo not drawn)	45µM*	14%	1%	-21%	-28%	40
N#CCCn1cc(/C=N/NC(N)=S)c(-c2ccccc2)n1	-3%	-24%	0%	52%[activator]	?	-3
CCN(CC)c1ccc(/C=N/NC(=O)c2ccco2)cc1	-19%	-29%	-4%	16%	7%	26
COc1cc2c(cc1NC(=O)/C=C/c1ccccc1)oc1ccccc12	-23%	-41%	1%	-3%	-2%	-64*
CN1CCCc2cc3c(C(F)(F)F)cc(=O)oc3nc21	-28%	-10%	-9%	80%[activator]	14%	-2
CC(=O)Nc1ccc(Nc2cc(C(C)C)nc3c(-c4ccccc4)c(C)nn23)cc1	3%	96%[activator]	-3%	88%[activator]	-16%	?
CN1CCN(C(=O)c2cnn(-c3cccc(Cl)c3)c2C2CCN(C(=O)OC(C)(C)C)CC2)CC1	-2%	nt	17%	nt	nt	0
Nc1nonc1/C(=N/O)N1CCCC1	0%	-19%	1%	10%	-1%	34
Cc1cc(N2C(=O)c3ccc(C(=O)NCc4ccccc4)cc3C2=O)no1	-3%	-23%	-4%	2%	-9%	1
O=C(NC(=S)Nc1ccc2oc(-c3cccnc3)nc2c1)c1cccc(Cl)c1	-14%	-14%	-5%	-12%	-2%	-9
CCN(CC)Cc1c(C(=O)N/N=C/c2cccc(OCc3cccc(Cl)c3)c2)nnn1-c1nonc1N	0%	-22%	6%	-2%	nt	-1
O=C(NCc1nnc(SCC(=O)N2CCCCCC2)o1)c1ccco1	0%	-19%	?	5%	-1%	-17
COc1ccc(N(C(=O)c2ccc3c(c2)OCO3)C2C=CS(=O)(=O)C2)c(OC)c1 (stereo not drawn)	-9%	2%	-6%	-8%	nt	?
COC(=O)[C@H](C)[C@@H]1C[C@@]1(C)[C@@H](NC(=O)OCc1ccccc1)c1ccccc1	-5%	52%	-7%	38%[activator]	-3%&0%	-31

Part of the list above in order of length of the SMILES, descending:
SMILES	Sm TGR block	AmpC inh no detg	AmpC detergent	AMA1 RON2 block	Giardia FBPA inh	HCMV antiviral
COC(=O)[C@H](C)[C@@H]1C[C@@]1(C)[C@@H](NC(=O)OCc1ccccc1)c1ccccc1	-5%	52%	-7%	38%[activator]	-3%&0%	-31
CCN(CC)Cc1c(C(=O)N/N=C/c2cccc(OCc3cccc(Cl)c3)c2)nnn1-c1nonc1N	0%	-22%	6%	-2%	nt	-1
COc1ccc(N(C(=O)c2ccc3c(c2)OCO3)C2C=CS(=O)(=O)C2)c(OC)c1 (stereo not drawn)	-9%	2%	-6%	-8%	nt	?
O=C(NC(=S)Nc1ccc2oc(-c3cccnc3)nc2c1)c1cccc(Cl)c1	-14%	-14%	-5%	-12%	-2%	-9
COc1ccc(CN2C(=O)c3ccccc3C2C(=O)NC2CCCC2)c(OC)c1 (stereo not drawn)	-13%	-13%	-6%	5%	-1%	6
Cc1cc(N2C(=O)c3ccc(C(=O)NCc4ccccc4)cc3C2=O)no1	-3%	-23%	-4%	2%	-9%	1
COc1cc(NC2c3ncccc3C(=O)N2Cc2ccco2)cc(OC)c1 (stereo not drawn)	45µM*	14%	1%	-21%	-28%	40
O=C(NCc1nnc(SCC(=O)N2CCCCCC2)o1)c1ccco1	0%	-19%	?	5%	-1%	-17
CCN(CC)c1ccc(/C=N/NC(=O)c2ccco2)cc1	-19%	-29%	-4%	16%	7%	26
Nc1nonc1/C(=N/O)N1CCCC1	0%	-19%	1%	10%	-1%	34

More entries follow:
SMILES	Sm TGR block	AmpC inh no detg	AmpC detergent	AMA1 RON2 block	Giardia FBPA inh	HCMV antiviral
Cc1cccc(OCC(=O)Nc2ccccc2N2CCN(C)CC2)c1	3%	22%	?	-12%	1%	148
CC1=C(Cl)C2=NS(=O)(=O)CCN2C=C1Cl	0%	-6%[11.4 µM]	-15%	0%	3%	1
CC(C)c1cccc(C(C)C)c1NC(=O)CNCC(O)c1ccccc1 (stereo not drawn)	-3%	39%	-16%	-19%	?	11
CCc1cccc(CC)c1NC(=S)NCCc1ccc(O)c(O)c1	?	-39%	-7%	68%[activator]	-21%	-14
CCOC(=O)c1cc(=O)c2ccc(OCC(=O)Nc3ccccc3)cc2o1	7%	-3%	9%	-1%	4%	-8
C=CCc1ccc(OCCCN2CCCC(C)C2)c(OC)c1 (stereo not drawn)	-26%	18%	2%	-11%	-24%	32
CCOC(=O)C1CCN(C(=O)COc2ccc(S(=O)(=O)N3CCOCC3)cc2C)CC1	-7%	39%	-9%	-26%	-3%	31
S=C(NCCN(C1CCCCC1)C1CCCC1)Nc1cccc(Cl)c1	-25%	-9%	-10%	-21%	9%	-85*
Cc1ccc(NC(=O)NCCc2ccc(S(N)(=O)=O)cc2)cc1	5%	-17%	-4%	-3%	2%	5
Cc1ccccc1C(=O)N1CCc2c([nH]c3ccccc23)C1C(F)(F)F (stereo not drawn)	-13%	15%	?	-11%	-12%	10
Cc1ccc(NC(=O)CCOc2ccccc2C)cc1C	12%	1%	?	14%	5%	-3
Cn1cnc([N+](=O)[O-])c1Nc1cccc(O)c1	-9%	-18%	-5%	-20%	1%	-1
CCOC(=O)C1C(c2cc(OC)c(O)c(OC)c2)NC(=S)NC1(O)C(F)(F)F (stereo not drawn)	-14%	-17%	-2%	-9%	-16%	-23
Cc1ccccc1CN1C(=O)c2ccccc2S1(=O)=O	9%	-26%	-8%	0%	2%	?
Fc1cccc(Nc2nc(Cl)nc(Cl)n2)c1	nt	-23%	-5%	10%	-12%	-21
CC(C)COc1ccc(Br)cc1CNC(C)(C)C	-5%	0%	3%	-6%	-5%	-7
CCc1c(C)nc2c(-c3ccccc3)c(C)[nH]n2c1=O	0%	-17%	-13%	-3%	?	-31
COc1ccc(C(=O)CCC(=O)Nc2cccnc2)cc1	8%	-18%	2%	13%	12%	10
COc1ccc(Cl)cc1C(=O)OCC(=O)Nc1cccnc1Cl	2%	-2%	8%	0%	nt	-21
CCS(=O)(=O)N1CCC(C(=O)NCCCN2CCCC2)CC1	-17%	-14%	-6%	4%	-15%	22
